Compound activity deposited in PubChem BioAssay by several laboratories.
MrgX1 antag: antagonists of human MrgX1 receptor, primary screen, HEK293 cells, Fluo-4 calcium flux; BAM8-22 antagonism; stronger effect = lower value; 310,000 compounds, 1.3% hits; B-score at 10 µM; Mas-related G-protein coupled receptor member X1 (Homo sapiens), Q96LB2;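 active means calcium-response B-score plate-corrected more than 3 library SD below zero, starting fluorescence within 5 deviations, no agonist response on first addition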;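 further: peak minus trough fluorescence over baseline after final BAM8-22 challenge near maximal dose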
TRPC4 agonist: activators of mouse TRPC4 channel, primary screen, Fluo4 calcium, HEK293 TRPC4beta/mu-opioid cells | 310,000 compounds, 0.49% hits | AID 2237, 2010 | Fluo4 calcium fluorescence; stronger effect = higher value | B-score at 10 µM;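 active means B-score above 5 SD of library B-scores, and initial fluorescence ratio not above library mean plus 5 SD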;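 further: positive B-score marks a calcium rise read as TRPC4 activation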
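Technique: kinetic Fluo4 calcium fluorescence; Test system: TRPC4beta and mu-opioid receptor HEK293 stable cells; Measure: B-scored integrated calcium fluorescence ratio; Benchmarks: low control buffer alone, high control maximal DAMGO; Schedule: 45 min room-temperature Fluo4 loading, 110 s read.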
MrgX1 ag: agonists of human MrgX1 receptor, primary screen, HEK293 cells, Fluo-4 calcium flux; Fluo-4 calcium fluorescence, agonist mode; stronger effect = higher value; B-score at 10 µM; 310,000 compounds, 0.44% hits; AID 588627, 2011;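 active means calcium response B-score plate-corrected fluorescence ratio at least 3 library SD, with starting fluorescence B-score inside 5 SD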
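Test system: HEK293 cells stably expressing human MrgX1 receptor; amount: 15,000 cells per well; doses: compound delivered in addition one of three; times: overnight plating before 1 h dye loading; detection: Fluo-4 NW calcium-flux fluorescence, kinetic read; read-out basis: B-scored fluorescence response ratio; controls: positive and negative controls per plate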
AI-2 QS modul: Vibrio harveyi AI-2 quorum sensing modulators, primary screen, JMH597 strain, luminescence/OD600 ratio; Vibrio harveyi JMH597 AI-2 luminescence/OD600 ratio, 9 h; stronger effect = lower value; strain lacks LuxN and CqsS sensors; 0 = neutral-control median; activity change, % at 7.5 µM; 300,000 compounds, 0.4% hits; in the data active means activity change below about -75%, passing the limit was not always enough; inconclusive means no clear call, values can overlap the other calls;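 further: luminescence divided by OD600 gain over 9 h not by final OD600 alone; inactives centre near 13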
PolyA inhibitor: polyadenylation inhibitors in yeast reporter cells, primary screen, luminescence, S. cerevisiae; S. cerevisiae SKY197-pL101 polyadenylation reporter, beta-gal luminescence; efflux-impaired pdr1/pdr3 knockout yeast; score 100 = 6 SD above DMSO; calls only at 12 µM; 300,000 compounds, 0.02% hits; AID 1875, 2009;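 active means lowest replicate activity score at least 50, where 100 means six control SD above control mean; inconclusive means lowest score under 50 but half or more replicates reach 50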;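 further: yeast exposed to compound for 9 h at 30 °C; higher score means more reporter readthrough which indicates perturbed polyadenylation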
HIF activator: HIF pathway transcriptional activators, primary screen, cell-based, U2OS HRE-luciferase, luminescence. U2OS HRE-luciferase reporter; normalized: DMSO 0%, desferrioxamine 100%. activation, % at 7.5 µM (by protocol). 300,000 compounds, 0.32% hits. AID 1910, 2009;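 active means mean activation of at least 10% of the iron chelator positive control signal, with at least half of replicates also reaching 10%; inconclusive means mean and replicate majority disagree about reaching 10%; inactive means mean and most replicates under 10%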
TRPC4 block: inhibitors of mouse TRPC4 channel, primary screen, Fluo4 calcium, HEK293 TRPC4beta/mu-opioid cells. DAMGO-evoked Fluo4 calcium flux; stronger effect = lower value. B-score at 10 µM. 300,000 compounds, 0.39% hits;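 active means B-score over 3 SD under the library average, no early fluorescence shift, positive overall ratio signal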
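Assay system – HEK293 line stably carrying TRPC4beta and mu-opioid receptor · Doses – single dose · Detection – Fluo4 calcium-dye fluorescence, kinetic read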
TRPC4 PAM: positive allosteric modulators of TRPC4, primary screen, cell-based, mouse TRPC4beta, HEK293 mu-opioid, Fluo-4 calcium; Short transient receptor potential channel 4 (Mus musculus), Q9QUQ5; DAMGO EC20, Fluo-4 Ca2+ flux; stronger effect = higher value; B-score at 10 µM; 310,000 compounds, 0.42% hits;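 active means B-score of calcium response area above 5 SD of library B-scores, with initial fluorescence ratio within 5 SD of library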;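 further: B-score of integrated fluorescence ratio over time as area under calcium response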
MrgX1 PAM: positive allosteric modulators of MrgX1, primary screen, HEK293 cells, Fluo-4 calcium flux; FDSS; stronger effect = higher value; B-score at 10 µM; 310,000 compounds, 0.63% hits;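 active means plate-corrected calcium response at least 3 library SD above typical, normal starting fluorescence, not activating the receptor alone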;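 further: compound read alongside a low EC10 to EC30 dose of BAM8-22 agonist; peak minus trough fluorescence over baseline measured at the second addition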
TRPC6 inhibitor: mouse TRPC6 channel inhibitors, primary screen, cell-based, HEK293, membrane potential dye; Short transient receptor potential channel 6 (Mus musculus), Q61143; ACh-evoked depolarization; stronger effect = lower value; B-score at 10 µM; 310,000 compounds, 1.1% hits; AID 2553, 2010;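 active means B-score under library mean minus 3 SD, initial fluorescence not abnormally high, positive integrated signal ratio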;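 further: B-score derived from integrated fluorescence ratio over the kinetic read; more negative B-score means stronger inhibition of depolarization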
Target sequence (Q61143 whole entry, looked up): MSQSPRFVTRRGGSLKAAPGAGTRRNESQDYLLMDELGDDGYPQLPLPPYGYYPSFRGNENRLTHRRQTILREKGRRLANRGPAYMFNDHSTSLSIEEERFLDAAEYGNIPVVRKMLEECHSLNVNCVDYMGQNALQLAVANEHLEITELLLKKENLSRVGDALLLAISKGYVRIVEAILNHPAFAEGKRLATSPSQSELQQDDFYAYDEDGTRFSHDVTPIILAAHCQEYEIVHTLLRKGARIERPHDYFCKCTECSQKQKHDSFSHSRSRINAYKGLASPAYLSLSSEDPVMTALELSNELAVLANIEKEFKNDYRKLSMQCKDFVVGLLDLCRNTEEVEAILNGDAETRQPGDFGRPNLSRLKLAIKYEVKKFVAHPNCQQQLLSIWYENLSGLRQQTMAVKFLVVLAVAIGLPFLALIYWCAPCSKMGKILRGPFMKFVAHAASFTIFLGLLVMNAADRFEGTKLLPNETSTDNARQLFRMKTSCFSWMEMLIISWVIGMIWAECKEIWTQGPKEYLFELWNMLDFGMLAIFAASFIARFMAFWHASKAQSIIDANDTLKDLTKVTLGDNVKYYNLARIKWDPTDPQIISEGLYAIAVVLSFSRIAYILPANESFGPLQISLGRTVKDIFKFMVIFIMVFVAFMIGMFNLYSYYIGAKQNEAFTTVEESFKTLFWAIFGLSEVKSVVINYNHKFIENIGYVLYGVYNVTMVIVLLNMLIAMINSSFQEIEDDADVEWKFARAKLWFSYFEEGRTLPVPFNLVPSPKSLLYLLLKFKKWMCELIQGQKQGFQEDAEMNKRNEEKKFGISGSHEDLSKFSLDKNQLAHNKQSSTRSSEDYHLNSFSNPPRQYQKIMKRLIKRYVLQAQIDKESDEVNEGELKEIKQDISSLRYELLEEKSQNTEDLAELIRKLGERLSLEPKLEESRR
TRPC6 activator: mouse TRPC6 channel activators, primary screen, cell-based, HEK293, membrane potential dye. Short transient receptor potential channel 6 (Mus musculus), Q61143. HEK293-TRPC6 membrane potential dye fluorescence; stronger effect = higher value. B-score at 10 µM. 310,000 compounds, 0.13% hits;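 active means B-score of the integrated fluorescence ratio above library mean plus 3 SD, and starting fluorescence ratio within library mean plus 5 SD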;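 further: higher score means more depolarization so channel activation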
An asterisk follows results filed as active; i = inactive; ? = inconclusive; nt = no result given. The list is partial (hit frequency here may not be typical).

#	canonical_smiles	MrgX1 antag	TRPC4 agonist	MrgX1 ag	AI-2 QS modul	PolyA inhibitor	HIF activator	TRPC4 block	TRPC4 PAM	MrgX1 PAM	TRPC6 inhibitor	TRPC6 activator
1	COc1c2c(cc3oc(=O)c4c5ccc(O)cc5oc4c13)OC(C)(C)CC2	i	i	i	3	i	3.8	i	i	i	i	i
2	N/C(=N\OC(=O)COc1ccc2ccccc2c1)c1ccccn1	i	i	i	-39	i	1.7	i	i	i	i	i
3	O=C(O)c1[nH]c2ccc([N+](=O)[O-])cc2c1-c1ccccc1	i	i	i	8	i	0.5	i	i	i	i	i
4	Cc1ccc(CN(C)C(=O)CC2C(=O)NCCN2CC2CCCCC2)cc1 (configuration not stated)	i	i	i	35	i	-0.7	i	i	i	i	i
5	O=C(NCCc1cccs1)C(c1ccccc1)c1ccccc1	i	i	i	-12	i	-1.1	i	i	i	i	i
6	COC(=O)Cc1c(C)[nH]n(-c2cc(Cl)cc(Cl)c2)c1=O	i	i	i	13	i	0.0	i	i	i	i	i
7	O=Cc1ccc(OCc2ccc3c(c2)OCO3)cc1	i	i	i	-7	i	0.3	i	i	i	i	i
8	O=C(c1ccc(-n2cccc2)cc1)N1CCOCC1	i	i	i	35	i	0.8	i	i	i	i	i
9	COc1ccccc1NC(=O)CSc1nnnn1Cc1ccccc1	i	i	i	5	i	0.0	i	i	i	i	i
10	COc1ccc(-c2nnc(NC(=O)c3cc(Cl)ccc3Cl)o2)cc1	i	i	i	-24	i	-0.3	i	i	i	i	i
11	CCOC(=O)N1CCN(C(=O)Cc2ccc(C)cc2)CC1	i	i	i	23	i	-0.2	i	i	i	i	i
12	Cc1ccc(N2C(=O)c3ccc(N)cc3C2=O)cc1	i	i	i	14	i	5.3	i	i	i	i	i
13	Cc1onc(-c2c(Cl)cccc2Cl)c1C(=O)N1CCc2ccccc2C1	i	i	i	9	i	-0.4	i	i	i	i	i
14	Cc1nc2c(C(=O)NCc3cccs3)cnn2c(C)c1Cc1ccc(F)cc1	i	i	i	8	i	-0.3	i	i	i	i	i
15	O=C(NCCCn1ccnc1)/C(=C\c1cccs1)NC(=O)c1cccs1	i	i	i	2	i	-18	i	i	i	i	i

The final two compounds of the section above come first, to join the parts:
#	canonical_smiles	MrgX1 antag	TRPC4 agonist	MrgX1 ag	AI-2 QS modul	PolyA inhibitor	HIF activator	TRPC4 block	TRPC4 PAM	MrgX1 PAM	TRPC6 inhibitor	TRPC6 activator
14	Cc1nc2c(C(=O)NCc3cccs3)cnn2c(C)c1Cc1ccc(F)cc1	i	i	i	8	i	-0.3	i	i	i	i	i
15	O=C(NCCCn1ccnc1)/C(=C\c1cccs1)NC(=O)c1cccs1	i	i	i	2	i	-18	i	i	i	i	i
16	CCCCNC(=O)CC1S/C(=N/N=C/c2ccc(OC)cc2)NC1=O (configuration not stated)	i	i	i	-7	i	0.6	i	i	i	i	i
17	Cc1cc([N+](=O)[O-])nn1Cc1ccc(C(=O)N/N=C/c2ccc(F)cc2)cc1	i	i	i	15	i	-0.1	i	i	i	i	i
18	O=C1NC(c2cc(Cl)cc([N+](=O)[O-])c2O)Nc2ccccc21 (configuration not stated)	i	i	i	?	i	0.0	i	i	i	i	i
19	O=C(NCc1ccco1)C1CCN(c2ccc(N3CCOCC3)nn2)CC1	i	i	i	17	i	0.0	i	i	i	i	i
20	COc1ccc(Cn2c(-c3ccc(OC)cc3)n[nH]c2=S)cc1	i	i	i	10	i	0.4	i	i	i	i	i
21	COc1cc(Cl)cc(C#N)c1OCC(=O)O	i	i	i	-7	i	-0.2	i	i	i	i	i
22	COc1cccc(N2CCN(c3cnc4ccccc4n3)CC2)c1	i	i	i	17	i	3.1	i	i	i	i	i
23	O=C(NC(NC1CCS(=O)(=O)C1)C(=O)c1cccs1)c1ccccc1 (configuration not stated)	i	i	i	19	i	-0.2	i	i	i	i	i
24	OC[C@@H](O)[C@@H](O)[C@H](O)[C@@H](O)CO	i	i	i	16	i	0.1	i	i	i	i	i
25	C/C(=C\c1ccco1)CN1CCC(N2CCC(C(=O)N3CCOCC3)CC2)CC1	i	i	i	1	i	0.3	i	i	i	i	i
26	CCN(CC)S(=O)(=O)c1ccc(Cl)c(C(=O)NC(C)C(c2cccs2)N2CCCC2)c1 (configuration not stated)	i	i	i	11	i	-0.9	i	i	i	i	i
27	COC(=O)c1cc(NC(=O)c2nn(C)c(=O)c3ccccc23)cc(C(=O)OC)c1	i	i	i	16	i	-1.6	i	i	i	i	i
28	CSc1nc2n(n1)C(c1cccc(F)c1)C(C(=O)Nc1ccc(C)cc1C)=C(C)N2 (configuration not stated)	i	i	i	10	i	-0.5	i	i	i	i	i
29	O=C(CN1CCCC1)N1c2ccccc2C=Cc2ccccc21	i	i	i	63	i	-0.1	i	i	i	i	i
30	Clc1cccc(CN2CCN(Cc3nc(CCc4ccccc4)no3)CC2)c1	i	i	i	-1	i	-1.1	i	i	i	i	i

A few values from the list.
entry 9 – HIF activator: 0.0
entry 13 – HIF activator: -0.4

Next section:
#	canonical_smiles	MrgX1 antag	TRPC4 agonist	MrgX1 ag	AI-2 QS modul	PolyA inhibitor	HIF activator	TRPC4 block	TRPC4 PAM	MrgX1 PAM	TRPC6 inhibitor	TRPC6 activator
31	CCC(C)Sc1ccc([C@H]2N[C@@](C)(C(=O)OC)[C@H]3C(=O)N(CC)C(=O)[C@@H]23)cc1 (some centres not stated)	i	i	i	39	i	0.2	i	i	i	i	i
32	COC(=O)c1[nH]c2ccc(C)cc2c1NC(=O)NC1CCCCC1	i	i	i	4	i	-0.3	i	i	i	i	i
33	Brc1ccc2nc(-c3ccncc3)c(NC3CCCC3)n2c1	i	i	i	10	i	0.1	i	i	i	i	i
34	Cc1ccc(SCC(=O)OCC(=O)N(C)CC(=O)Nc2ccccc2Cl)cc1	i	i	i	15	i	-0.2	i	i	i	i	i
35	CC1CCCN(C(=O)C2COc3ccccc3O2)C1 (configuration not stated)	i	i	i	25	i	0.2	i	i	i	-5*	i
36	O=C(NC1CCCC1)C1CCN(C(=O)c2ccc(-c3ccccc3)cc2)CC1	i	i	i	0	i	-0.2	i	i	i	i	i
37	O=c1c2cnn(-c3ccccc3)c2nc(-c2ccco2)n1-c1ccccc1	i	i	i	2	nt	-0.2	i	i	i	i	i
38	Cc1cc(OCC(=O)N2CCc3ccccc3C2)c(C)cc1Br	i	i	i	16	i	1.1	i	i	i	i	i
39	CCc1cc2cc(C(=O)Nc3ccc(C)cc3)sc2s1	i	i	i	8	i	3.2	i	i	i	i	i
40	COc1ccc(C(=O)NC(=S)NNC(=O)c2c(-c3ccccc3)noc2C)cc1	i	133*	123*	26	i	0.2	i	i	i	i	i
41	CCc1noc(C)c1C(=O)NNC(=O)c1ccc(Br)cc1	i	i	i	nt	i	-0.4	i	i	i	i	i
42	COc1ccc(OCC(=O)N2CCN(c3cccc(C(F)(F)F)c3)CC2)cc1	i	i	i	11	i	-0.8	i	i	i	i	i
43	COc1ccccc1OCC(=O)NNC(=O)c1c(-c2ccccc2Cl)noc1C	i	i	i	26	i	-0.4	i	i	i	i	i
44	CS(=O)(=O)N(CC(=O)NCCSCc1ccccc1)c1ccccc1F	i	i	i	13	i	-0.1	i	i	i	i	i
45	NC(=O)c1cc(C(=O)c2ccc(Cl)cc2)c[nH]1	i	i	i	4	i	0.5	i	i	i	i	i
46	CC(C)N=C(NS(=O)(=O)c1ccccc1)C(Cl)(Cl)Cl	i	i	i	16	i	0.4	i	i	i	i	i
47	O=C(CCS(=O)(=O)c1ccccc1)Nc1nccs1	i	i	i	1	i	-0.2	i	i	i	i	i
48	O=C(N/N=C/c1ccc(Cl)cc1)c1cc(-c2cccnc2)nc2ccccc12	i	i	i	2	i	1.0	i	i	i	i	i
49	COc1cccc(C(=O)c2cc3ccc(O)cc3oc2=O)c1	i	i	i	36	i	0.8	i	i	i	i	i
50	COc1cc(CNc2ccc3[nH]c(=O)[nH]c3c2)cc(Br)c1OCc1ccc(F)cc1	i	i	i	19	i	1.0	i	i	i	i	i
51	COc1cc(C(=O)N2CCN(C)CC2)cc(OC)c1OC	i	i	i	10	i	-0.5	i	i	i	i	i
52	C[N+](C)(C)CCNC(=O)c1cc[n+](Cc2ccccc2)c(/C=N/O)c1	i	i	i	11	i	1.2	i	i	i	i	i
53	CCOc1cccc(-c2c(C(=O)N/N=C/c3ccsc3)nnn2-c2nonc2N)c1	i	i	i	-5	i	0.3	i	i	i	i	i
54	O=C1COc2ccc(C(=O)CSc3nnc(Cc4ccccc4)o3)cc2N1	i	i	i	15	i	0.8	i	i	i	i	i
55	CC1=C(C(=O)OCc2ccccc2)C(c2ccccc2OS(=O)(=O)c2ccc([N+](=O)[O-])cc2)NC(=O)N1CCCC(=O)O (configuration not stated)	i	i	i	-5	i	0.5	i	i	i	i	i
56	COCC(=O)N1CCC(Oc2ccc(C(=O)N(C)C(C)c3ccon3)cc2)CC1 (configuration not stated)	i	i	i	35	i	0.5	i	i	i	i	i
57	O=[N+]([O-])c1cccc(-c2c[n+]3c(n2-c2ccccc2)SCC3)c1	i	i	i	20	nt	nt	i	i	i	-5.2*	i
58	CCOc1cccc(CN2CCCC(CNC(=O)c3cccc(OC)c3OC)C2)c1 (configuration not stated)	i	i	i	7	i	-0.6	i	i	i	i	i
59	CC(NC(=O)CN(c1ccc(Br)cc1)S(C)(=O)=O)c1ccccc1 (configuration not stated)	i	i	i	25	i	-1.1	i	i	i	i	i
